# Rad51 HR inh: human RAD51 strand exchange inhibitors, primary screen, biochemical, fluorescence; hRad51 DNA strand exchange, fluorescence dequenching; 200,000 tested, 0.085% active; inhibition, % at 10 µM; DNA repair protein RAD51 homolog 1 (Homo sapiens), Q06609;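 active means inhibition above 40% at the single screening dose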;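 further: 0% = DMSO control wells and 100% = blanks with heterologous ssDNA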
#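 Read-out basis: percent inhibition relative to plate controls and blanks / Assay system: human Rad51 nucleoprotein filaments preassembled on unlabelled ssDNA / Timing: filaments 15 min 37 °C, then compound 30 min / Control set: per-plate controls and blanks / Technique: fluorescence dequenching at 485/520 nm / Compound: 10 µM final, single point / Also added: Fluorescein- and BHQ1-tagged 47-mer duplex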
# MDM2 E3 inh: MDM2-luciferase reporter signal enhancers, primary screen, MDM2 E3 ligase inhibitor project, cell-based, luminescence, 1536-well; E3 ubiquitin-protein ligase Mdm2 (Homo sapiens), Q00987; signal enhancement, % at 5 µM; 210,000 tested, 0.11% active; cell-based MDM2 ubiquitination luciferase reporter, 2 h; 0 = plate control, 100 = twice control, blank-subtracted;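 active means signal enhancement of 30% or more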;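 further: luminescence tracks abundance of the self-degrading MDM2-luciferase fusion protein; higher signal means inhibition of MDM2 E3 ligase activity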
#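 Buffer or medium: Cells held in DMEM | Assay system: Stable mammalian line carrying autodegrading MDM2–luciferase fusion reporter | Quantity: 2000 cells/well | Times: 4 h settle plus 2 h compound, 37 °C | Doses: One concentration, 5 µM, with 0.2% DMSO | Technique: Luminescence with SteadyLite reagent, 15 min at room temperature | Benchmarks: Plate controls and plate blanks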
# FXIIa inh 1536: human FXIIa protease inhibitors, primary screen, biochemical, 1536-well; inhibition, % at 5 µM; AID 800, 2007; purified FXIIa, Boc-QGR-AMC fluorogenic substrate, 2 h; 220,000 tested, 0.3% active; Coagulation factor XII (Homo sapiens), P00748; in the data active means inhibition above about 40%;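 further: 0% = enzyme with no compound and 100% = blank without enzyme; many of its hits are not listed in these tables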
# Wee1 stabilizer: Wee1 degradation inhibitors, primary screen, cell-based, HeLa, Wee1K328M-luciferase, luminescence | Wee1-like protein kinase (Homo sapiens), P30291 | HeLa Luc-Wee1K328M stability; 100% = proteasome inhibitor MG132 effect | reporter increase, % at 5 µM | 220,000 tested, 1.2% active | AID 1321, 2008;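 active means activation above the mean of all tested compounds plus 3 SD, set per screening run, cut at about 8.8% in these data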;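 further: cells exposed to compound for 20 h before luminescence read; 0% = DMSO alone and 100% = MG132 at 30 µM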
# Target sequence (P30291 whole entry K328M): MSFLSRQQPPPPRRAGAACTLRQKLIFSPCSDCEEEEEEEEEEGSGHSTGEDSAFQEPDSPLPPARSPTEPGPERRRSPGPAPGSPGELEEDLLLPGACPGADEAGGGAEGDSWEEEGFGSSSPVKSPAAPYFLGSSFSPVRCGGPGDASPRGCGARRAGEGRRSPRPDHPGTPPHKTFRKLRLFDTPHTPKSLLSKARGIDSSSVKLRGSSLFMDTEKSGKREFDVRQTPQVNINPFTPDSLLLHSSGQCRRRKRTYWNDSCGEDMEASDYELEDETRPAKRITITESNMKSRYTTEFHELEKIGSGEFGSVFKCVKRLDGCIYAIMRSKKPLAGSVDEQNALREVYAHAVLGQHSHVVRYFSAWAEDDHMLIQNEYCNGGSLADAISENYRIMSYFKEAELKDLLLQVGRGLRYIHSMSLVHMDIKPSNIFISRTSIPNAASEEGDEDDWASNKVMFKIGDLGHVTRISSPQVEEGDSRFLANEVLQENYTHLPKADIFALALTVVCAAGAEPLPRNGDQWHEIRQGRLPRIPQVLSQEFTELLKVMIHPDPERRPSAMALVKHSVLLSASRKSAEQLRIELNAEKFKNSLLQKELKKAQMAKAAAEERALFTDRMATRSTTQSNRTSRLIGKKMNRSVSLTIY
# FXIa inh: human FXIa protease inhibitors, primary screen, biochemical, 1536-well. purified FXIa, Boc-Glu-Ala-Arg-AMC fluorogenic substrate. inhibition, % at 5 µM. 220,000 tested, 0.14% active;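 active means inhibition of at least 40%; inactive means inhibition below 40%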;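 further: fluorescence of freed AMC excited at 355 nm; 0% = enzyme without compound and 100% = no enzyme blank; many of its hits are not listed in these tables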
# p97 inhibitor: inhibitors of human p97 ATPase, primary screen, biochemical; 220,000 tested, 0.42% active; Transitional endoplasmic reticulum ATPase (Homo sapiens), P55072; recombinant p97 ATPase, Kinase-Glo ATP luminescence, 3 h; AID 1481, 2009; inhibition, % at 8 µM; in the data active means inhibition above about 15%;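 further: 0% = DMSO vehicle and 100% = wells lacking enzyme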
# KLK5 inh: human KLK5 protease inhibitors, primary screen, biochemical, 1536-well; recombinant hK5, fluorogenic AMC substrate cleavage; inhibition, % at 5 µM; 210,000 tested, 0.59% active; AID 873, 2007;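 active means inhibition of 40% or more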;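 further: 0% = enzyme controls without compound and 100% = no-enzyme blanks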
# Target sequence (Q9Y337 67-293 limits assumed): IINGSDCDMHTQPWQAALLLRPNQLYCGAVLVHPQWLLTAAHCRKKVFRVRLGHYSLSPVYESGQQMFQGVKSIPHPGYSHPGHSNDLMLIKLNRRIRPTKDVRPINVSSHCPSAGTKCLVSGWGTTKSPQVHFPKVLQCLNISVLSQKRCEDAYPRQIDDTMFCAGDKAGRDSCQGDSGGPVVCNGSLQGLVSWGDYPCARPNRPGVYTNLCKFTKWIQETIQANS
# 14-3-3 Bad inh: inhibitors of 14-3-3 zeta/Bad binding, primary screen, biochemical, TR-FRET, bovine 14-3-3 zeta; TR-FRET 14-3-3zeta/Dy647-pBad peptide displacement, 1 h; AID 781, 2007; inhibition, % at 21.7 µM; 220,000 tested, 0.71% active;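 active means inhibition above about 70%, limit read from the data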;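 further: 0% = full 14-3-3 plus peptide FRET controls and 100% = background without 14-3-3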
# Target sequence (P63103 whole entry, looked up): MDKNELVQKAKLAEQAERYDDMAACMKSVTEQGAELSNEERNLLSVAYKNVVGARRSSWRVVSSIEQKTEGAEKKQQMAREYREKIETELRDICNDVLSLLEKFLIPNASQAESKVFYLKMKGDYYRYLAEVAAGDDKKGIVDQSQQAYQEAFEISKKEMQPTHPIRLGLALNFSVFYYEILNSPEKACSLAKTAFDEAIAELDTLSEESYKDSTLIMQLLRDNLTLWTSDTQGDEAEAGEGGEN
# eIF4E-4G inh: eIF4E–eIF4G protein interaction inhibitors, primary screen, biochemical, uHTS, TR-FRET, eIF4GI fragment; 220,000 tested, 0.37% active; Eukaryotic translation initiation factor 4E (Mus musculus) + Eukaryotic translation …; inhibition, % at 21.7 µM; TR-FRET eIF4E-eIF4GI(517-606) binding, 2 h;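 active means inhibition above about 30%, limit read from the data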;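 further: 0% = full FRET control wells and 100% = background wells lacking eIF4GI fragment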
# The depositor's hits bear a star; nt = not tested or not shown; [ ] = remark or other dose.
1. CC(/C=N/NC(=O)c1ccccn1)=C\c1ccco1
2. CCCOc1ccc(C(O)(CCC)CCN2CCCCC2)cc1 (configuration not stated)
3. O=C1C(Cc2c[nH]c3ccccc23)NC(=S)N1C1CCCCC1 (configuration not stated)
4. CCCSc1nc(C)c(C(C)=O)cc1C#N
5. Cc1cc(=O)oc2cc(OC(=O)CCCCCN3C(=O)c4ccccc4C3=O)ccc12
6. Cc1ccc(-n2nnc3c(SCC(=O)NCc4ccco4)ncnc32)cc1
7. O=C(C1CC(c2ccc(F)cc2)=NO1)N1CCN(c2ccccc2)CC1 (configuration not stated)
8. Fc1ccc(-n2c(-c3ccco3)nc3nc4ccccc4nc32)cc1
Screen / compound no.,1,2,3,4,5,6,7,8
Rad51 HR inh,nt,-2,-1,-10,-2,1,5,-1
MDM2 E3 inh,-23,-15,-4,-5,1,1,-9,-12
FXIIa inh 1536,11,16,3,-2,37,13,6,-1
Wee1 stabilizer,3,0,-1,-1,-1,-1,-1,-2
FXIa inh,1,5,-3,2,-11,3,-5,-14
p97 inhibitor,-10,-5,4,-6,-4,-5,2,2
KLK5 inh,-2,-10,-3,-8,-17,-10,5,-19
14-3-3 Bad inh,-4,-6[fluorescence artefact?],-10,6,-1[fluorescence artefact?],11,10,-1
eIF4E-4G inh,4,-4[fluorescence artefact?],2,10,3,2[fluorescence artefact?],1,0

# Some of these compounds in order of formula weight, largest number first.
5. Cc1cc(=O)oc2cc(OC(=O)CCCCCN3C(=O)c4ccccc4C3=O)ccc12
3. O=C1C(Cc2c[nH]c3ccccc23)NC(=S)N1C1CCCCC1 (configuration not stated)
1. CC(/C=N/NC(=O)c1ccccn1)=C\c1ccco1
4. CCCSc1nc(C)c(C(C)=O)cc1C#N
Screen / compound no.,5,3,1,4
Rad51 HR inh,-2,-1,nt,-10
MDM2 E3 inh,1,-4,-23,-5
FXIIa inh 1536,37,3,11,-2
Wee1 stabilizer,-1,-1,3,-1
FXIa inh,-11,-3,1,2
p97 inhibitor,-4,4,-10,-6
KLK5 inh,-17,-3,-2,-8
14-3-3 Bad inh,-1[fluorescence artefact?],-10,-4,6
eIF4E-4G inh,3,2,4,10

# (more compounds)
9. CCCCCCOc1ccc(N2C(=O)CC(NCCc3ccc(S(N)(=O)=O)cc3)C2=O)cc1 (configuration not stated)
10. Cc1cc(C)c(C#N)c(SCc2ccc3c(c2)OCO3)n1
11. CCCCNc1cc(Cl)nc(N)n1
12. CCc1nc2ccccc2n1CC(O)COCC1CC=CCC1 (configuration not stated)
13. COC(=O)Nc1nnc(Cc2ccccc2)s1
14. O=S(=O)(Nc1ncnc2sc3c(c12)CCC3)c1ccc(Cl)s1
15. O=C(C1CC1)n1cc(C(=S)N2CCOCC2)c2ccccc21
16. COC(=O)c1sccc1NN1C(=O)c2ccccc2C1=O
Screen / compound no.,9,10,11,12,13,14,15,16
Rad51 HR inh,-1,0,-18,6,nt,-6,4,7
MDM2 E3 inh,-15,-16,1,-17,2,9,-10,6
FXIIa inh 1536,-7,39,12,2,9,-3,27,3
Wee1 stabilizer,2,-3,-1,-1,-2,2,1,-2
FXIa inh,-10,21,0,-2,-3,5,18,1
p97 inhibitor,4,-3,4,-1,-4,3,6,6
KLK5 inh,-2,2,-3,-15,-12,-6,0,-2
14-3-3 Bad inh,nt,19,-10,2,-7,2,6,-8
eIF4E-4G inh,nt,4,2,14,-3,0,4,5

17. Cc1ccc(OCC(=O)NNc2c3ccccc3nc3ccccc23)cc1
18. CSCCC(C(=O)OCC(=O)c1ccc(C)c(C)c1)N1C(=O)c2cc(Cl)c(Cl)cc2C1=O (configuration not stated)
19. COc1ccccc1NC(=O)C(C)NS(=O)(=O)c1ccc(Cl)cc1 (configuration not stated)
20. CCN1CCN(c2c(Cl)cccc2NC(=O)c2ccc(Br)o2)CC1
21. CC(C)N1CCN(Cc2ccc(C#CC(C)(C)O)cc2)CC1CCO (configuration not stated)
22. CCN(c1ccc2c(c1)OCO2)S(=O)(=O)c1cc(Br)cc2c1N(C(C)=O)CC2
23. O=C(/C=C/c1ccc2c(c1)OCO2)NCCSCc1c(Cl)cccc1Cl
24. COc1ccc2nc(NC(=O)CN3CCN(C)CC3)sc2c1
Screen / compound no.,17,18,19,20,21,22,23,24
Rad51 HR inh,6,5,0,nt,8,-14,0,4
MDM2 E3 inh,-5,nt,-1,-13,-3,4,-5,-10
FXIIa inh 1536,7,9,18,6,5,14,3,7
Wee1 stabilizer,-2,1,-1,0,0,-1,2,0
FXIa inh,2,3,5,0,-2,6,4,-2
p97 inhibitor,-1,1,4,0,7,1,-7,2
KLK5 inh,-18,-4,-13,-6,-4,-13,8,0
14-3-3 Bad inh,17,4,21,-5[fluorescence artefact?],-14,3,1[fluorescence artefact?],30
eIF4E-4G inh,-7,-5[fluorescence artefact?],-2,-2[fluorescence artefact?],1,-2,-2,-2

25. COC(=O)c1ccc(-c2cc(C(=O)O)c3cc4c(cc3n2)OCCO4)cc1
26. Cc1cc(NC(=O)c2cnn3cccnc23)no1
27. CC(C)c1ccc(Nc2nc(NCc3ccco3)nc(N3CCOCC3)n2)cc1
28. c1ccc(Cn2nnc3c(N4CCCCCC4)ncnc32)cc1
29. CCCCNC(=O)c1ccc(NC(C)=O)c(Cl)c1
30. CC1(OC(=O)CCc2ccccc2)C(=O)C=C2C=C(c3ccc(C#N)cc3)N(CCN3CCOCC3)C=C2C1=O (configuration not stated)
31. O=C1CCCc2ccccc2N1Cc1ccc(F)cc1
32. COc1cc(C)c(C)cc1S(=O)(=O)N1CCN(Cc2ccc3c(c2)OCO3)CC1
Screen / compound no.,25,26,27,28,29,30,31,32
Rad51 HR inh,-3,-3,12,1,21,6,4,4
MDM2 E3 inh,-34,-2,-16,-14,1,5,3,-4
FXIIa inh 1536,-49,10,3,19,10,7,0,-7
Wee1 stabilizer,-2,0,1,1,5,nt,0,-1
FXIa inh,-12,-10,-6,14,0,1,-6,1
p97 inhibitor,6,3,-8,20*,5,nt,1,-7
KLK5 inh,-109,6,4,-5,-1,2,-9,-16
14-3-3 Bad inh,nt,-5[fluorescence artefact?],0,0,-6,-7,-5,4
eIF4E-4G inh,nt,-1[fluorescence artefact?],-3,0,1,-6,1,1

# 3 records picked at random from the list so far, as already listed:
27. CC(C)c1ccc(Nc2nc(NCc3ccco3)nc(N3CCOCC3)n2)cc1
30. CC1(OC(=O)CCc2ccccc2)C(=O)C=C2C=C(c3ccc(C#N)cc3)N(CCN3CCOCC3)C=C2C1=O (configuration not stated)
32. COc1cc(C)c(C)cc1S(=O)(=O)N1CCN(Cc2ccc3c(c2)OCO3)CC1
Screen / compound no.,27,30,32
Rad51 HR inh,12,6,4
MDM2 E3 inh,-16,5,-4
FXIIa inh 1536,3,7,-7
Wee1 stabilizer,1,nt,-1
FXIa inh,-6,1,1
p97 inhibitor,-8,nt,-7
KLK5 inh,4,2,-16
14-3-3 Bad inh,0,-7,4
eIF4E-4G inh,-3,-6,1

# The list goes on:
# Screens in order – Rad51 HR inh	MDM2 E3 inh	FXIIa inh 1536	Wee1 stabilizer	FXIa inh	p97 inhibitor	KLK5 inh	14-3-3 Bad inh	eIF4E-4G inh
33	Cc1cc(C)c2sc(N(CCN(C)C)C(=O)c3cc(Cl)sc3Cl)nc2c1
→ -2	-11	4	-2	-6	2	-4	1	0
34	Cc1cccc(C(C)C)c1NC(=O)c1ccc(CN(c2ccccc2)S(=O)(=O)c2ccccc2)cc1
→ -9	-7	3	-2	4	4	4	3	0
35	COc1ccc2c(c1OC)C(=O)OC2Nc1nc(-c2cccc([N+](=O)[O-])c2)cs1 (configuration not stated)
→ -1	-11	6	0	6	2	13	1	3
36	CCOc1cc(/C=N/NC(=O)c2c(-c3ccccc3)noc2C)ccc1O
→ 21	-19	4	0	-3	2	-5	-9	3
37	Cc1cccc(OCCC(=O)NCC(=O)Nc2c(C)cccc2C)c1
→ -7	-16	6	3	1	-2	-4	-1[fluorescence artefact?]	4
38	Cn1nc([N+](=O)[O-])nc1Oc1ccccc1
→ 0	-15	7	0	0	2	0	-11[fluorescence artefact?]	1[fluorescence artefact?]
39	CC(C)c1nc(Cl)c(C#N)c2c1CCCC2
→ nt	nt	-1	3	-1	6	-29	-6[fluorescence artefact?]	3
40	Cc1onc(-c2ccccc2)c1C(=O)NC(=S)NNC(=O)c1ccc(O)cc1O
→ 9	3	4	3	9	9	-56	-5	7
41	COc1ccccc1N1CCN(C(c2ccccc2Cl)c2nnnn2C(C)(C)C)CC1 (configuration not stated)
→ nt	-5	2	1	7	8	2	-1[fluorescence artefact?]	-4
42	O=c1[nH]c2ccccc2nc1-c1cccs1
→ 2	-18	-31	-2	-16	4	-56	nt	nt
43	Cn1c(=O)c2cn(-c3cccc4ccccc34)cc2n(C)c1=O
→ 5	-20	-11	nt	-9	nt	-14	6	5
44	COc1cc(OC)cc(C(=O)NC(C(=O)NCCN(C)C)C23CC4CC(CC(C4)C2)C3)c1 (configuration not stated)
→ 2	-2	18	-2	3	-8	-10	0	2
45	CCc1ccc(NC(=O)/C(C#N)=C/c2cn(CC(=O)O)c3ccccc23)cc1
→ 19	-6	5	-1	-2	2	5	-1	0
46	Cc1ccsc1/C=N/Nc1nc(Cl)c(Cl)cc1Cl
→ -5	-18	20	2	4	7	-13	-1	-7
47	COc1ccc(N2CCN(Cc3nc4sc(C)c(C)c4c(=O)[nH]3)CC2)cc1
→ -2	0	nt	-2	-8	0	-3	-6	8
48	Cn1c(SCC(=O)N2CCCCC2)nc2cccnc21
→ 5	-15	17	-1	4	4	-12	-10[fluorescence artefact?]	2
49	O=[N+]([O-])c1cn(Cc2ccccc2)cn1
→ 2	-1	8	0	1	3	-14	-12[fluorescence artefact?]	11[fluorescence artefact?]
50	Cc1cc(C)cc(C(=O)NCC(=O)OCC(=O)NCC(F)(F)F)c1
→ 3	-7	2	-2	-5	4	-6	3	5
51	O=C(Nc1ccc(Cl)cn1)c1ccc(-c2cc(Cl)ccc2Cl)o1
→ nt	-11	6	0	-6	3	0	-2	7
52	Cc1ccc(Nc2cc(C)nn2-c2nc(C)cc(C)n2)cc1
→ -1	-15	6	-2	-6	-12	-34	-11	-7
53	Cc1cc(C)n(-c2ccn(Cc3ccc(Cl)cc3Cl)c(=O)n2)n1
→ -7	-4	2	2	-5	-7	-6	-2	1
54	O=c1oc2ccccc2nc1/C=C(\O)c1ccccc1
→ -46	-5	2	0	1	6	1	-7	5
55	COc1ccc(CCN(C)CCC(=O)Nc2cccc(C)c2)cc1OC
→ -7	-21	10	6	6	2	-6	0	5
56	O=C(CC(Cc1ccccc1)C(=O)O)NCCc1ccc2c(c1)OCO2 (configuration not stated)
→ -1	-5	-3	0	-3	-3	-6	-2	1

# Screening results from PubChem.
